CHRM1 antagonist: human M1 muscarinic receptor antagonists, primary screen, CHO-K1 cells, Fluo-8 calcium fluorescence, 1536-well; CHO-K1 hM1, ACh EC80 antagonist; inhibition, % at 3 µM; 360,000 compounds, 1.3% hits; AID 588852, 2011;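 active = percent inhibition above its own plate's cutoff, namely the mean of that plate's compound wells plus 3 SD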;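 note: peak over basal fluorescence ratio during 140 s after agonist addition; 0% = ACh EC80 plus DMSO and 100% = DMSO alone without agonist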
M4 antag: human M4 muscarinic receptor antagonists, primary screen, CHO cells, Fluo-8 calcium fluorescence. Muscarinic acetylcholine receptor M4 (Homo sapiens), P08173. CHO-hM4 cells, ACh EC80. inhibition, % at 3 µM. 360,000 compounds, 0.73% hits;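 active = inhibition above its plate's cutoff, the mean inhibition of sample wells plus 3 SD, cut at about 27% in these data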;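 note: 0% = acetylcholine EC80 with DMSO and 100% = DMSO without agonist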
Target sequence (P08173 whole entry, looked up): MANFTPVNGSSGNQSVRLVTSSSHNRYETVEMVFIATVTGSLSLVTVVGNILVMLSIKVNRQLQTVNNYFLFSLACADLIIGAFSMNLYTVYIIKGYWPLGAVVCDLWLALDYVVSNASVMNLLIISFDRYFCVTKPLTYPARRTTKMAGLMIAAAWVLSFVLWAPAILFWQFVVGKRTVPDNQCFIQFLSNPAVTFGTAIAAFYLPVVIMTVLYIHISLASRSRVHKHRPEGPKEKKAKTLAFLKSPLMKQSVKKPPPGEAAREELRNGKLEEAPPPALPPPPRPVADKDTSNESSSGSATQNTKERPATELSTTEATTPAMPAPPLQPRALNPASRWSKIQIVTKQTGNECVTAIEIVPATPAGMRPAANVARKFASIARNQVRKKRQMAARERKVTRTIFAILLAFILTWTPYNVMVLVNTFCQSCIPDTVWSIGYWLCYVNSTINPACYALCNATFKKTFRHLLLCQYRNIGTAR
M5 PAM: human M5 muscarinic receptor positive allosteric modulators, primary screen, CHO-K1 cells, Fluo-8 calcium fluorescence. Muscarinic acetylcholine receptor M5 (Homo sapiens), P08912. CHO-K1 hM5, ACh EC20 PAM; 0% = ACh EC20, 100% = ACh EC100. activation, % at 3 µM. 360,000 compounds, 0.3% hits. AID 624038, 2012;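 active = activation above the run cutoff, the mean activation of all test compounds plus 3 SD, cut at about 18% in these data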
Target sequence (P08912 whole entry, looked up): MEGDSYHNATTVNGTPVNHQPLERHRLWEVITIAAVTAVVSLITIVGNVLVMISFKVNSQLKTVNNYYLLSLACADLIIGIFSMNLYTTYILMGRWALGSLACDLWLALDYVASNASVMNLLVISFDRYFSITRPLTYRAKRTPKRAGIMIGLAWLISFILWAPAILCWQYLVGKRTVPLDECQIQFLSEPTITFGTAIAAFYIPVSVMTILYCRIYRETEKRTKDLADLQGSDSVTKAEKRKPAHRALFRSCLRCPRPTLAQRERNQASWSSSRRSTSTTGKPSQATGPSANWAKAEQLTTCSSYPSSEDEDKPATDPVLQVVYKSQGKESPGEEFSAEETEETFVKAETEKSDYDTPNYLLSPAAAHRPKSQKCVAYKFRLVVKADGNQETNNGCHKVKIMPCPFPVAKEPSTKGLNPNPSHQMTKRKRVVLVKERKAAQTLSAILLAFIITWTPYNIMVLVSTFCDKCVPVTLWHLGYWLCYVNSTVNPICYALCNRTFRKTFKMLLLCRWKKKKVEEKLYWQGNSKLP
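Assay system: CHO-K1 hM5 cells. Also added: acetylcholine at EC20 concentration, added after compound. Dosing: 3 µM, single dose. Times: compound preincubation 140 s before EC20 acetylcholine addition. Signal: Fluo-8 calcium fluorescence. Measure: % activation relative to EC20 and EC100 ACh responses. Repeats: singlicate, one well per test compound.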
CHRM5 antagonist: human M5 muscarinic receptor antagonists, primary screen, CHO cells, Fluo-8 calcium fluorescence; Muscarinic acetylcholine receptor M5 (Homo sapiens), P08912; CHO-hM5 cells, ACh EC80; inhibition, % at 3 µM; 360,000 compounds, 0.59% hits; AID 624040, 2012;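 active = inhibition above a per-plate cutoff, the mean of that plate's test compounds plus 3 SD, cut at about 27% in these data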;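 note: 0% = acetylcholine EC80 with DMSO and 100% = DMSO without agonist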
M5 ag: human M5 muscarinic receptor agonists, primary screen, CHO-K1 cells, Fluo-8 calcium fluorescence | CHO-K1 hM5 cells; 0% DMSO wells, 100% maximal acetylcholine response | Muscarinic acetylcholine receptor M5 (Homo sapiens), P08912 | 360,000 compounds, 0.19% hits | activation, % at 3 µM;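 active = activation above the run's mean over test compounds plus 3 SD, cut at about 23% in these data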;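 note: signal is peak over basal fluorescence ratio across the kinetic read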
CHRM4 PAM: human M4 muscarinic receptor positive allosteric modulators, primary screen, CHO-K1 cells, Fluo-8 calcium fluorescence. AID 624126, 2012. Muscarinic acetylcholine receptor M4 (Homo sapiens), P08173. CHO-K1 hM4/Gqi5, ACh EC20; 0% = ACh EC20, 100% = maximal ACh. activation, % at 3 µM. 360,000 compounds, 0.4% hits;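 active = activation above its plate's cutoff, the mean activation of sample wells plus 3 SD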; note: some results filed as inactive read as strong as hits
CHRM1 PAM: human M1 muscarinic receptor positive allosteric modulators, primary screen, CHO-K1 cells, Fluo-8 calcium fluorescence, 1536-well. CHO-K1 hM1, ACh EC20; 0% = ACh EC20, 100% = maximal ACh. activation, % at 3 µM. 360,000 compounds, 0.088% hits; in the data active = activation above about 19%, passing the limit was not always enough
CHRM4 agonist: human M4 muscarinic receptor agonists, primary screen, CHO-K1 cells, Fluo-8 calcium fluorescence | Muscarinic acetylcholine receptor M4 (Homo sapiens), P08173 | CHO-K1 hM4/Gqi5; vehicle 0%, full acetylcholine response 100% | activation, % at 3 µM | 360,000 compounds, 0.14% hits;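 active = activation above the run mean over all test wells plus 3 SD, cut at about 32% in these data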;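 note: peak over basal fluorescence ratio per well then scaled between controls; 0% = DMSO wells and 100% = acetylcholine at EC100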
CRFR2-BP ag: agonists of CRF-BP/CRF-R2 complex, primary screen, cell-based, HEK293, calcium dye fluorescence, uHTS; activation, % at 13.2 µM; CRF-binding protein / CRF receptor 2 complex (human); calcium dye fluorescence (FLIPR); percent of saturating CRF peptide response; 350,000 compounds, 0.46% hits;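 active = activation of at least 50%, plus an integration ratio under a set limit after plate pattern correction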;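 note: plate controls were neutral control wells without compound for no effect and CRF at EC100 for full effect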
Numbers without * were called inactive; / = not tested or not shown. An unsorted share of the library (roughly 2.8% active in at least one column).

SMILES	CHRM1 antagonist	M4 antag	M5 PAM	CHRM5 antagonist	M5 ag	CHRM4 PAM	CHRM1 PAM	CHRM4 agonist	CRFR2-BP ag
O=[N+]([O-])c1ccc(O)c2ncccc12	-23	4	2	-5	1	6	4	1	5.5
C=CCOc1ccc(Br)cc1CNCCO	-2	1	0	-2	-3	-5	3	1	0.0
C/C(=N\NC(=O)c1nnn(-c2nonc2N)c1CN1CCCCCC1)c1ccc(Br)cc1	2	10	9	-9	-4	-8	7	1	-1.2
O/N=C/c1cn(-c2ccccc2)nc1-c1ccccc1	-3	-3	0	3	-6	-2	0	0	1.2
CC(=O)NC12CC3CC(C1)CC(C(=O)N1CCN(S(=O)(=O)c4cccc([N+](=O)[O-])c4)CC1)(C3)C2	-1	0	4	2	-3	2	6	1	0.7
CN1CCN(C(=O)c2cccn(Cc3ccc(C(F)(F)F)cc3)c2=O)CC1	-7	7	6	10	-2	-6	15	1	1.6
Cn1ncc(N=Cc2ccc([N+](=O)[O-])cc2)c1C(=O)N1CCOCC1	-7	3	6	3	2	6	3	0	-0.2
CC(NC(=O)c1ccc2ccccc2n1)c1ccc(Br)cc1 (stereo not given)	5	-5	-2	10	-3	-4	-1	2	2.4
C=CCC[C@@H](Cc1ccc(F)cc1)C(=O)OC[C@@H](Cc1c[nH]c2ccccc12)NC(=O)[C@H](CC=C)CC(=O)N(CCO)Cc1ccccc1	13	19	-9	11	-1	-4	-7	9	-0.7
Cn1c(N)c(C(=O)COC(=O)Cc2ccc(Cl)cc2Cl)c(=O)n(C)c1=O	-9	-12	-4	3	-1	-1	2	7	0.6
Cc1cc(-c2ccccc2)nc2c(Br)c(C(=O)O)nn12	0	6	5	0	-3	-4	-1	0	1.1
Nc1nc2n(c1C(=O)c1ccccc1)CCC2	-18	-6	3	-10	1	8	19	1	3.4
Cc1ccc(S(=O)(=O)c2c(C)cc(C)nc2Cl)cc1	3	0	2	0	-5	7	1	0	-2.4
CSc1cccc(NC(=O)C2CCCN(S(=O)(=O)c3ccc(F)cc3)C2)c1 (stereo not given)	2	-5	-7	8	-4	-6	-9	9	0.8
O=C(CSc1nnc(-c2ccccc2)o1)N1CCN(c2ccccc2)CC1	0	8	-4	-5	-2	-13	-1	0	-3.4

Complete entries as entered above. Values in the order: CHRM1 antagonist	M4 antag	M5 PAM	CHRM5 antagonist	M5 ag	CHRM4 PAM	CHRM1 PAM	CHRM4 agonist	CRFR2-BP ag
C=CCOc1ccc(Br)cc1CNCCO across the screens: -2	1	0	-2	-3	-5	3	1	0.0
O=C(CSc1nnc(-c2ccccc2)o1)N1CCN(c2ccccc2)CC1 across the screens: 0	8	-4	-5	-2	-13	-1	0	-3.4
C=CCC[C@@H](Cc1ccc(F)cc1)C(=O)OC[C@@H](Cc1c[nH]c2ccccc12)NC(=O)[C@H](CC=C)CC(=O)N(CCO)Cc1ccccc1 across the screens: 13	19	-9	11	-1	-4	-7	9	-0.7

Next section.
SMILES	CHRM1 antagonist	M4 antag	M5 PAM	CHRM5 antagonist	M5 ag	CHRM4 PAM	CHRM1 PAM	CHRM4 agonist	CRFR2-BP ag
NC(=O)c1ccc[n+](CC(=O)c2ccc(F)cc2)c1	-11	-2	1	-4	0	11	3	2	0.0
O=C(COc1ccccc1Br)NCc1ccccn1	-7	-30	-4	-9	-5	25	9	2	0.7
CC(C)[C@@H]1NC(=O)c2cc([N+](=O)[O-])cc(I)c2NCCC[C@@H](C(=O)NC(CC(=O)O)C(N)=O)NC(=O)[C@H](CO)NC1=O (stereo not given in full)	-1	-6	1	14	-2	13	6	-1	0.8
COc1ccc(CCN2C(=O)CC(N3CCN(c4ccccn4)CC3)C2=O)cc1OC (stereo not given)	-12	0	1	-4	-6	0	7	1	-0.6
Cc1ccc(N2CC(O)Cn3c2nc2c3c(=O)[nH]c(=O)n2C)cc1 (stereo not given)	1	-7	-3	-3	0	-5	-4	0	-1.3
CCN(CC)CCn1c2c(c(SCC(=O)Nc3nc(C)cs3)nc1=O)CCCC2	12	3	-1	4	-9	0	-7	0	1.7
COc1cccc(N(CC(=O)Nc2ccccc2C(=O)N2CCCC2)S(C)(=O)=O)c1	-13	-5	-3	1	-2	6	10	3	0.7
O=[N+]([O-])c1ccc(-c2csc(N/N=C/c3cccnc3)n2)cc1	-1	-1	2	0	6	-6	0	5	-0.4
CC(=O)Nc1ccc(S(=O)(=O)N2CCN(C(=O)N3CCCCCC3)CC2)cc1	-16	-1	-4	-3	0	-3	1	2	0.2
O=C(COC(=O)c1cccc(S(=O)(=O)N2CCCCC2)c1)NCc1ccccc1	-19	-12	-5	5	2	16	12	4	-0.3
Cc1ccc(S(=O)(=O)N/N=C/c2cccc([N+](=O)[O-])c2)cc1	-6	5	5	-4	-1	5	8	0	-1.1
Cc1cc(NC(=O)CSc2ccccn2)cc(NC(=O)CSc2ccccn2)c1	-17	-27	-3	4	-3	-2	15	2	0.8
CCCCOC(=O)Nc1ccccc1C(=O)OC	-32	5	-8	-2	-5	1	2	0	1.5
C1=C(c2ccco2)N2CCN=C2S1	-1	-8	-6	14	-10	-5	10	0	2.7
Cc1ccccc1NCC(=O)N/N=C/c1c(C)c(C(=O)c2ccc(Cl)cc2)n2ccccc12	-1	-2	3	1	-2	0	13	2	2.0
COc1ccc(N2C(c3cc(OC)cc(OC)c3)=Cc3ccccc3C2CC(C)=O)cc1 (stereo not given)	/	-4	-4	0	-8	0	/	1	/
Cc1cc(C)n(-c2cc(N3CCN(C(=O)c4ccccc4C)CC3)ccc2[N+](=O)[O-])n1	-16	0	-8	5	2	-5	-9	7	2.2
CCCn1c(C)cc(C(=O)COc2ccc(S(=O)(=O)N(CC)CC)cc2[N+](=O)[O-])c1C	18	5	-15	16	-4	-11	-11	5	-0.9
CCOC(=O)c1cc2cc([N+](=O)[O-])ccc2oc1=O	-12	16	3	0	1	9	10	0	-0.4
CC1CCCCC1NC(=O)c1ccc(S(=O)(=O)N2CCN(C)CC2)cc1 (stereo not given)	-20	-2	-1	10	-4	-7	9	2	-0.3
Cc1ccc(CN2C(=O)CN(S(C)(=O)=O)CC2(C)C(=O)NC(C)C)cc1 (stereo not given)	/	-15	0	-6	5	3	/	3	/
CCOC(=S)SCc1cn2ccc(C)cc2n1	-6	3	-3	4	-4	-11	-2	1	1.0
CCOCC(=O)Nc1nnc(COC)s1	0	6	-1	-5	1	10	3	0	0.1
N=c1sccn1CC(=O)Nc1ccccc1Oc1ccccc1	-8	-4	5	3	-7	-5	-1	2	-1.0
O=C1C=C(c2ccc(Br)c3ccccc23)C[C@@H](c2ccc3c(c2)OCO3)C1	-11	-19	1	-6	1	6	7	2	7.5
CCc1cc(=O)oc2c(CN3CCN(C)CC3)c(O)c(Cl)cc12	-9	5	-2	6	-2	4	8	0	0.4
CC12CCC(=O)N1C(C(=O)N1CCN(S(=O)(=O)c3cccc(Cl)c3)CC1)CS2 (stereo not given)	-3	-8	5	2	0	4	7	2	1.2
CC(OC(=O)CCN=C1NS(=O)(=O)c2ccccc21)C(=O)Nc1ccc(F)cc1 (stereo not given)	4	0	-8	1	2	2	1	1	0.1
COc1ccc(C(=O)NCCNc2nc3cc(C)cc(C)c3cc2C#N)cc1	/	5	-3	12	-5	-4	/	0	/
OC(CN1CCN(C(c2ccccc2)c2ccccc2)CC1)c1ccccc1 (stereo not given)	26	5	-17	15	-6	-12	-25	1	-9.1
CCOc1ccc(OC(=O)c2cccc(S(=O)(=O)N3CCN(C)CC3)c2)cc1	-8	2	3	3	1	0	7	7	1.1
Cc1ccc(C(=O)CC(Nc2ccc(F)cc2)c2ccccc2)cc1 (stereo not given)	-4	-2	2	-8	-2	-8	-1	0	-1.4
Cc1ccc(-c2csc(C(C)(O)c3ccc(F)c(F)c3)n2)cc1C (stereo not given)	0	1	0	2	-2	-2	-3	1	/
O=C(CSc1ccccc1)Nc1ccc(Cl)c(S(=O)(=O)N2CCOCC2)c1	0	-1	-4	15	2	-3	4	11	-2.9
COCCn1c(CN2CCC(Cc3ccccc3)CC2)nc2c1c(=O)n(C)c(=O)n2C	8	-1	-8	-9	0	-4	-1	1	-4.4
COc1ccccc1Nc1nc(-c2ccccc2O)nc2ccccc12	4	-1	7	-14	1	3	7	1	1.3
C=CC[C@@H](Cc1ccc(F)cc1)C(=O)OC[C@@H]1CCCN1C(=O)[C@H](CC=C)CC(=O)N[C@H](CO)Cc1ccccc1	1	-7	-7	0	1	-5	-2	11	2.5
COc1cc(NC(=O)c2ccc(F)cc2)c(OC)cc1NC(=O)CN1CCOCC1	0	-6	0	-8	0	4	0	5	0.4
COc1ccc2c(c1)c(C(=O)CNc1nc(C)cs1)c(C)n2C	-13	-3	-2	6	-6	3	0	0	-2.2
COc1ccc(-c2nn(CCC(=O)O)cc2/C=C2\SC(N)=NC2=O)cc1OC	10	1	-6	12	1	10	-2	2	1.2
Cc1c(/C(O)=C2/C(=O)C(=O)N(CCN3CCOCC3)C2c2ccco2)cnn1-c1ccccc1 (stereo not given)	-12	-7	5	-5	6	5	0	0	-3.0
S=C(Nc1cccc(Br)c1)c1ccccc1	-8	5	2	-4	-8	-1	2	0	-2.3
COc1ccc(-c2nnn(CC(=O)N(CC(=O)NCCC(C)C)c3ccccc3)n2)cc1OC	-7	2	0	9	3	0	5	4	-0.5
Cc1csc(=O)n1CCC(=O)OCc1nnc(-c2ccccc2Cl)o1	-11	1	2	4	3	1	8	2	-0.7
O=C(Nc1nnc(-c2ccco2)s1)C1CCCCC1	-7	-3	9	-9	1	11	5	0	0.3
COc1ccc(/C=C2/SC(=S)N(CCC(=O)O)C2=O)cc1	-2	9	-1	3	0	9	3	1	-0.9
CCOC(=O)N1CCC(N2Cc3cccc(C(=O)NC(C)c4ccc5c(c4)OCCO5)c3C2=O)CC1 (stereo not given)	-13	-8	-5	4	1	-6	0	0	-1.8
COc1ccc(CNC(=O)COC(=O)c2cccs2)cc1	-14	0	9	1	-3	-1	21	0	0.6
CCCCN(CCCC)CCCNC(=O)C12CN(Cc3ccccc3)CC1C(c1cccc([N+](=O)[O-])c1)=NO2 (stereo not given)	-1	11	5	7	-5	-2	-4	0	0.1
Cc1cccc(COCC(Cc2ccccc2)N2CCN(C(=O)c3ccc(Cl)c(Cl)c3)CCC2=O)c1 (stereo not given)	-8	3	-4	11	-1	-5	6	7	1.1
O=C(Nc1ccc(Cn2nnc3ccccc32)cc1)c1ccco1	-3	12	-1	3	3	-11	6	5	-0.5
CCC(C)[C@H](NC(=O)Nc1ccc(Oc2ccccc2)cc1)C(=O)O (stereo not given in full)	-13	1	8	-6	-6	12	13	0	-1.5
